Bioassay records: PubChem, Johns Hopkins Ion Channel Center
TRPC6 inh: inhibitors of mouse TRPC6 channel; HEK293-TRPC6, membrane potential dye, ACh-evoked depolarization; stronger effect = lower value; B-score at 10 µM; hit rate 1.1% among 310,000; AID 2553;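 active means B-score under library mean minus 3 SD, initial fluorescence not abnormally high, positive integrated signal ratio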;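 further: B-score derived from integrated fluorescence ratio over the kinetic read; more negative B-score means stronger inhibition of depolarization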
MrgX1 antag: antagonists of human MrgX1 receptor; B-score at 10 µM; hit rate 1.3% among 310,000; Q96LB2; MRGX1-HEK293 calcium flux, Fluo-4, BAM8-22 antagonism; stronger effect = lower value; AID 588676;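 active means calcium-response B-score plate-corrected more than 3 library SD below zero, starting fluorescence within 5 deviations, no agonist response on first addition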;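 further: peak minus trough fluorescence over baseline after final BAM8-22 challenge near maximal dose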
Target sequence (Q96LB2 whole entry, looked up): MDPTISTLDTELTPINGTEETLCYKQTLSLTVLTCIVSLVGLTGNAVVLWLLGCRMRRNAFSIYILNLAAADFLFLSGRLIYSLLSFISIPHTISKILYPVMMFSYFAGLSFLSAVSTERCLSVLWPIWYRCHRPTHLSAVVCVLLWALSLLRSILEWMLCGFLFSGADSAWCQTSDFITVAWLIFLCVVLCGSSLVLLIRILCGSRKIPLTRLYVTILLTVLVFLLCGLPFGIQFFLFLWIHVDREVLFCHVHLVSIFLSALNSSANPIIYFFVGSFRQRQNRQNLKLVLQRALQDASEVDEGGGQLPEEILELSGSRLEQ
TRPC6 act: activates the mouse TRPC6 cation channel. Q61143. HEK293-TRPC6 membrane potential dye fluorescence; stronger effect = higher value. B-score at 10 µM. hit rate 0.13% among 310,000. AID 2550;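 active means B-score of the integrated fluorescence ratio above library mean plus 3 SD, and starting fluorescence ratio within library mean plus 5 SD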;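 further: higher score means more depolarization so channel activation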
RGS4 block: human RGS4 inhibition; B-score at 10 µM; HEK293 M3R/RGS4 inducible, Fluo-4 calcium flux; stronger effect = higher value; triggered by carbachol at its EC20; hit rate 0.45% among 310,000; P49798;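 active means B-score, a plate-corrected calcium signal, over three deviations above library mean, with baseline fluorescence within five deviations of library mean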;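 further: RGS4 expression induced by doxycycline in cells with stable M3 receptor; B-score is computed from the integrated fluorescence ratio over baseline after carbachol; higher B-score means a larger calcium signal and so more RGS4 inhibition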
Target sequence (P49798 whole entry, looked up): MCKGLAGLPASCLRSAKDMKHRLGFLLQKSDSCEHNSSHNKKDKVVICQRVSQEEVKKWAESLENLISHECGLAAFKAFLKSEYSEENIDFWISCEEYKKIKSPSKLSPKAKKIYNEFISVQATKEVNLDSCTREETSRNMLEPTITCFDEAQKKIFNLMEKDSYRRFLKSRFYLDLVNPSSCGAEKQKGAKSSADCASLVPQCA
TRPC4 agonist: activators of mouse TRPC4 channel; B-score at 10 µM; HEK293 TRPC4beta/mu-opioid, Fluo4 calcium fluorescence; stronger effect = higher value; hit rate 0.49% among 310,000; Q9QUQ5; AID 2237;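 active means B-score above 5 SD of library B-scores, and initial fluorescence ratio not above library mean plus 5 SD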;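 further: positive B-score marks a calcium rise read as TRPC4 activation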
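Material: TRPC4beta and mu-opioid receptor HEK293 stable cells | Incubation: 45 min room-temperature Fluo4 loading, 110 s read | Detection: Kinetic Fluo4 calcium fluorescence | Measure: Integrated baseline-normalised fluorescence ratio, converted to per-well B score | Benchmarks: Low control buffer alone, high control maximal DAMGO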
TMEM16A act: mouse TMEM16A channel activation, primary screen; Q8BHY3; B-score at 10 µM; HEK293 TMEM16A/YFP-H148Q/I152L, iodide quench fluorescence; stronger effect = lower value; hit rate 0.3% among 340,000;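 active means fluorescence-ratio B-score plate-corrected deviation score at least 3 library SD below zero, with starting fluorescence score within 5 deviations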;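 further: channel opened by trigger with iodide after compound preincubation; score built on the fluorescence ratio of max minus min over baseline; more negative score means more quench and so TMEM16A activation or potentiation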
ANO1 block: blocks the mouse calcium-activated chloride channel TMEM16A; Q8BHY3; HEK293 TMEM16A/YFP iodide influx fluorescence, ionomycin; hit rate 1.2% among 310,000; normalized B-score (activity score, 25-100; higher = stronger inhibition) at 10 µM;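 active means ratio plate-corrected score three or more library SD toward inhibition, starting fluorescence score within five deviations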;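 further: score derived from kinetic fluorescence span divided by baseline fluorescence per well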
MrgX1 agonist: agonists of human MrgX1 receptor; hit rate 0.44% among 310,000; AID 588627; MrgX1-HEK293 cells, Fluo-4 calcium fluorescence, agonist mode; stronger effect = higher value; B-score at 10 µM;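 active means calcium response B-score plate-corrected fluorescence ratio at least 3 library SD, with starting fluorescence B-score inside 5 SD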
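System – MrgX1-expressing HEK293 cells · Incubation – cells plated overnight, dye loaded 0.5 h 37 °C, 0.5 h room temperature · Technique – kinetic Fluo-4 NW fluorescence of intracellular calcium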
MrgX1 allo act: allosterically activates human MrgX1 receptor signaling. Q96LB2. MrgX1-HEK293, Fluo-4 calcium flux, FDSS; stronger effect = higher value. B-score at 10 µM. hit rate 0.63% among 310,000. AID 588675;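 active means plate-corrected calcium response at least 3 library SD above typical, normal starting fluorescence, not activating the receptor alone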;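 further: compound read alongside a low EC10 to EC30 dose of BAM8-22 agonist; peak minus trough fluorescence over baseline measured at the second addition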
TRPC4 PAM: allosterically enhances the mouse TRPC4 cation channel; Q9QUQ5; B-score at 10 µM; hit rate 0.42% among 310,000; HEK293 TRPC4beta/mu-opioid, DAMGO EC20, Fluo-4 Ca2+ flux; stronger effect = higher value;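 active means B-score of calcium response area above 5 SD of library B-scores, with initial fluorescence ratio within 5 SD of library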;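 further: B-score of integrated fluorescence ratio over time as area under calcium response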
TRPC4 inh: TRPC4 (mouse) channel inhibition | hit rate 0.39% among 300,000 | B-score at 10 µM | Q9QUQ5 | AID 2247 | HEK293 TRPC4beta/mu-opioid, DAMGO-evoked Fluo4 calcium flux; stronger effect = lower value;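 active means B-score over 3 SD under the library average, no early fluorescence shift, positive overall ratio signal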
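Test system – stable TRPC4beta/mu-opioid receptor HEK293 cells · Probe or stimulus – DAMGO, a submaximal dose followed by a maximal one · Dosing – one concentration per compound · Signal – Fluo4 calcium fluorescence by kinetic imaging, 5 s 1 Hz baseline · Evaluation – per-well B score of integrated baseline-normalized Fluo4 ratio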
* marks the source's active call; other numbers are inactive results; i = inactive; x = no result given.

canonical_smiles,TRPC6 inh,MrgX1 antag,TRPC6 act,RGS4 block,TRPC4 agonist,TMEM16A act,ANO1 block,MrgX1 agonist,MrgX1 allo act,TRPC4 PAM,TRPC4 inh
O=C(CNC(=O)c1ccncc1)Nc1ccc(F)c(F)c1,i,i,i,i,i,i,i,i,i,i,i
CCOC(=O)/C=C/c1ccc2c(c1)S(=O)(=O)N(c1cccc(OC)c1)[C@H]2CC(=O)OCC,i,i,i,i,i,i,i,i,i,i,i
O=C(COC(=O)c1cc(Br)ccc1Cl)NC(=O)NCc1ccccc1,i,i,i,i,i,i,i,i,i,i,i
Cc1ccc(NC(=O)CCNS(=O)(=O)c2ccccc2)c(C(=O)c2ccccc2)c1,i,i,i,i,i,i,i,i,i,i,i
O=C(N/N=C/c1cccs1)c1cccc(NC(=O)c2ccccc2Cl)c1,i,i,i,i,i,i,i,i,i,i,i
Cc1cc(C)n2ncc(-c3cccc(Br)c3)c2n1,i,i,i,i,i,i,i,i,i,i,i
O=C(NNC(=O)C1CCN(S(=O)(=O)c2c(Cl)cccc2Cl)CC1)c1ccccc1O,i,i,i,i,i,i,i,i,i,i,i
COc1ccc(Oc2cn[nH]c2-c2ccc(OCC(=O)NN)cc2O)cc1,i,i,i,i,i,i,i,i,i,i,i
Cc1nn(Cc2ccccc2)c(Cl)c1/C=C/C(=O)OC(C)C(=O)N1CCCC1 (stereo not given),i,-5.9*,i,i,i,i,i,i,i,i,i
Cc1cc(SCC(=O)N(C)CC(=O)Nc2ccc(F)cc2)nc2ccccc12,i,i,i,i,i,i,i,i,i,i,i
Cc1cc(C)nc(N/N=C/c2cn[nH]c2-c2ccccc2)n1,i,i,i,i,i,i,i,i,i,i,i
Cc1cc(SCNC(=O)c2ccccc2)nc(C(C)C)n1,i,i,i,i,i,i,i,i,i,i,i
CC(C)C(=O)NC(c1cccc([N+](=O)[O-])c1)c1ccc2cccnc2c1O (stereo not given),i,i,i,i,i,i,i,i,i,i,i
O=C(O)CC(NC(=O)OCc1ccccc1)c1ccc(Br)cc1 (stereo not given),i,i,i,i,i,i,i,i,i,i,i
Cc1ccc(-n2[nH]c(C)c(/C=N/Nc3ccc([N+](=O)[O-])cc3[N+](=O)[O-])c2=O)cc1,i,i,i,i,i,i,100*,i,i,i,i
O=C(O)c1cccc(NC(=O)C2CCCO2)c1 (stereo not given),i,i,i,i,i,i,i,i,i,i,i
c1ccc(Nc2nnc(SCc3cccc4ccccc34)s2)cc1,i,i,i,i,i,i,i,i,i,i,i
Cc1c(C(=O)N2CCN(c3ccccc3)CC2)oc2c(F)cccc12,i,i,i,i,i,i,i,i,i,i,i
COc1ccc(S(=O)(=O)N(CC(=O)NCc2ccco2)c2ccccc2OC)cc1,i,i,i,i,i,i,i,i,i,i,i
Cc1cc(C)nc(SCc2cn3c(C)cccc3n2)n1,i,i,i,i,i,i,i,i,i,i,i
CCc1ccc(OCC(=O)N/N=C\c2ccco2)c([N+](=O)[O-])c1,i,i,i,i,i,i,i,i,i,i,i
Cc1cc(NC(=O)CCC(=O)N(Cc2cccs2)C(C(=O)NC2CCCC2)c2ccncc2)no1 (stereo not given),i,i,i,i,i,i,i,i,i,i,i
Cc1ccc2nsnc2c1NC(=S)NC(=O)c1ccco1,i,i,i,i,i,i,i,i,i,i,i
O=C(NC1CCN(C(=O)Nc2ccccc2Cl)CC1)c1ccco1,i,i,i,i,i,i,i,i,i,i,i
Fc1ccc(-c2ccc(NCCN3CCOCC3)nn2)cc1,i,i,i,i,i,i,i,i,i,i,i
COC(=O)c1ccc(Cl)c(NC(=O)NC2CCCCC2)c1,i,i,i,i,i,i,i,i,i,i,i
COc1ccc(C2c3[nH]c4ccccc4c3C[C@H]3C(=O)N(C)CC(=O)N23)cc1OC (stereo not given in full),i,i,i,i,i,i,i,i,i,i,i
CC(=O)NCC(=O)NC1CCCc2c1cnn2-c1ccc(C(C)(C)C)cc1 (stereo not given),i,i,i,i,i,i,i,i,9*,i,i
CC(/C=C/C=C/c1ccccc1)=N/NC(=O)CNc1ccc(C)cc1,i,i,i,i,i,i,i,i,i,i,i
NC(=O)NC(=O)COC(=O)c1ccc2c(c1)C(=O)N(Cc1ccccc1)C2=O,i,i,i,i,i,i,i,i,i,i,i
CN(C)c1ccc(C=NCCc2ccc(S(N)(=O)=O)cc2)cc1,i,i,i,i,i,i,i,i,i,i,i
CC(=O)c1cn(CC(=O)NCc2ccc3c(c2)OCO3)c2ccccc12,i,i,i,i,i,i,i,i,i,i,i
COc1ccc(CCN(C)Cc2ccc(OC)c(OCc3ccccc3)c2)cc1OC,i,i,i,i,i,i,i,i,i,i,i
COc1ccc(NC(=O)CN2CCN(c3ccc(Cl)cc3)CC2)c(OC)c1,i,i,i,i,i,i,i,i,i,i,i
CCn1c(COC(=O)CNC(=O)c2cc(OC)c(OC)c(OC)c2)nc2cc(S(=O)(=O)N(C)C)ccc21,i,i,i,i,i,i,i,i,i,i,i
Cc1[nH]n2c(=O)cc(C(C)(C)C)nc2c1-c1ccccc1,i,i,i,i,i,i,i,i,i,i,i
COC(=O)CCC(=O)N1CCCC(N2CCN(c3ccc(OC)cc3)CC2)C1 (stereo not given),i,i,i,i,i,i,i,i,i,i,i
Cc1ccccc1NC(=O)C1CC(=O)N(c2ccccc2F)C1 (stereo not given),i,i,i,i,i,i,i,i,i,i,i
Cc1cccc(NC(=O)C2CCCN(S(=O)(=O)c3ccc(-n4cnnn4)cc3)C2)c1 (stereo not given),i,i,i,i,i,i,i,i,i,i,i
CCOc1ccccc1NC(=O)CCc1nnc2ccc(N3CCC4(CC3)OCCO4)nn12,i,i,i,i,i,i,i,i,i,i,i
Cc1c(C#N)c(=O)oc2ccc3ccccc3c12,i,i,i,i,i,i,i,i,i,i,i
COc1ccc(OC)c(-n2c(=S)[nH]c3c(sc(=S)n3-c3ccccc3)c2=O)c1,i,i,i,i,i,i,i,i,i,i,i
CCOC(=O)N1CCC2(O)CCCCC2C1c1ccc(F)cc1 (stereo not given),x,i,x,x,x,i,i,i,i,x,x
O=C(CC1SC2=NCCN2C1=O)Nc1ccc(Cl)cc1 (stereo not given),i,i,i,i,i,i,i,i,i,i,i
COc1ccc(C(=O)Nc2c(N)nc(SCC(=O)N3CCC(C)CC3)[nH]c2=O)cc1OC,i,-5.9*,i,i,i,i,i,i,i,i,i
CCCN1CNC(=S)N(c2cccc(C)c2C)C1,i,i,i,i,i,i,i,i,i,i,i
CN(C[C@H](Cc1ccccc1)N(CCN(CCc1ccccc1)N=O)N=O)N=O,i,i,i,i,i,i,i,i,i,i,i
CC(=O)Nc1ccc(Nc2c([N+](=O)[O-])c(=O)n(-c3ccccc3)c3ccccc23)cc1,i,i,i,i,i,i,i,i,i,i,i
C#CCOC(=O)c1ccccc1C(=O)n1nnc2ccccc21,i,i,i,i,i,i,i,i,i,i,i
O=C(NCc1n[nH]c(=S)n1-c1ccc(F)cc1)c1ccco1,i,i,i,i,i,i,i,i,i,i,i
Cc1ccc(C(=O)CC2(O)C(=O)N(CCc3ccccc3)c3ccc(Br)cc32)o1 (stereo not given),i,i,i,i,i,i,i,i,i,i,i
CCCOC(=O)c1cc2ccccc2oc1=O,i,i,i,i,i,i,i,i,i,i,i
COc1cc(CO)ccc1OCC(=O)N1CCc2ccccc21,i,i,i,i,i,i,i,i,i,i,i
COC(=O)CCCC1=CC2=CC(=O)C(C)(OC(=O)c3cccs3)C(=O)C2=CN1CCCCO (stereo not given),i,i,i,i,i,i,i,i,i,i,i
Cc1ccc(NS(=O)(=O)c2ccc(OCC(=O)NCc3ccccn3)cc2)cc1,i,i,i,i,i,i,i,i,i,i,i
NC(N)=Nc1nc2ccc([N+](=O)[O-])cc2[nH]1,i,i,i,i,i,i,i,i,i,i,i
CCCCN(C(=O)Cc1cccs1)c1nnc(-c2cccnc2)s1,x,i,x,x,x,i,i,i,i,x,x
COc1ccc(C(C)=O)cc1CSc1nnc(-c2ccccc2O)n1-c1ccccc1,i,i,i,i,i,i,i,i,i,i,i
O=C(NCC1CCCO1)c1cnn2c(C(F)F)cc(C3CC3)nc12 (stereo not given),i,i,i,i,i,i,i,i,i,i,i
COc1ccc(OCCCC(=O)OC(C)C(=O)Nc2ccc(C)cc2)cc1 (stereo not given),i,i,i,i,i,i,i,i,i,i,i

(list continues)
canonical_smiles,TRPC6 inh,MrgX1 antag,TRPC6 act,RGS4 block,TRPC4 agonist,TMEM16A act,ANO1 block,MrgX1 agonist,MrgX1 allo act,TRPC4 PAM,TRPC4 inh
O=C(Cc1ccccc1)N1N=C(c2ccncc2)CC1(O)C(F)(F)F (stereo not given),i,i,i,i,i,i,i,i,i,i,i
COc1cc2c(cc1OC)C1=C(C#N)CN(CC(=O)O)CN1CC2,i,i,i,i,i,i,i,i,i,i,i
COc1cc(/C=N/NC(=O)c2cccnc2)ccc1OC(=O)c1ccc2c(c1)OCO2,i,i,i,i,i,i,i,i,i,i,i
Cc1ccc(NC(=O)CCC(=O)N/N=C/c2coc3ccccc3c2=O)cc1,i,i,i,i,i,i,i,i,i,i,i
CN(C)c1nc(N)nc(Cn2ccnc2)n1,i,i,i,i,i,i,i,i,i,i,i
CCC1CCCCN1CCCNC(=O)Cn1cc2c(n1)-c1c(oc(C(=O)N3CCCC3)c1C)CC2 (stereo not given),i,i,i,i,i,i,i,i,i,i,i
CCC(CC)c1nnc(NC(=O)C2=NNC(=O)CC2)s1,i,i,i,i,i,i,i,i,i,i,i
Cc1cc(C)cc(N(C(=O)Cc2cccs2)C(C(=O)NC2CCCCC2)c2ccccn2)c1 (stereo not given),i,i,i,i,i,i,i,i,i,i,i

Compounds were not picked by outcome (roughly 5.8% active in at least one column).
